Source: PubChem (several laboratories)
Vif imaging: HIV Vif self-association inhibitors, primary screen, imaging, HEK293T, single point; AID 602346, 2012; inhibition, % at 7.49 µM; 340,000 compounds, 0.35% hits; HEK293T cells, Vif self-association by quenched fluorescence, 24 h; in the data active means inhibition above about 50%, passing the limit was not always enough; further: some results filed as inactive read as strong as hits
C8 TRAIL sens: viability loss with TRAIL in NB7+C8 cells, primary screen, TRAIL sensitizer project, cell-based, ATPlite luminescence | AID 624354, 2012 | inhibition (viability loss, TRAIL sensitization), % at 10 µM | 360,000 compounds, 1% hits;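 active means compounds causing at least 50% loss of cell viability in the single-dose screen, relative to plate controls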
SRC1 inh: SRC1 coactivator transcriptional activity inhibitors, primary screen, cell-based, luminescence. Nuclear receptor coactivator 1 (Homo sapiens), Q15788. HEK293 GAL4-SRC1 luciferase reporter. inhibition, % at 3.6 µM. 360,000 compounds, 0.12% hits;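 active means inhibition above the campaign mean plus 3 SD, with each screening campaign given its own cutoff, cut at about 60% in these data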;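 further: 0% = DMSO treated cells and 100% = gossypol at 36 µM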
TLR9-MyD88 inh: inhibitors of TLR9-MyD88 association in cells, primary screen, cell-based, CHO, BLA complementation, fluorescence | 340,000 compounds, 0.21% hits | inhibition, % at 4.98 µM | Toll-like receptor 9 (Homo sapiens) + Myeloid differentiation primary response protein … | CCF4 FRET ratio | AID 504734, 2011;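 active means inhibition above the mean over all tested compounds plus 3 SD, cut at about 21% in these data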;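 further: 0% = DMSO only wells and 100% = clavulanate BLA inhibitor control wells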
Target sequence (Q99836 whole entry, looked up): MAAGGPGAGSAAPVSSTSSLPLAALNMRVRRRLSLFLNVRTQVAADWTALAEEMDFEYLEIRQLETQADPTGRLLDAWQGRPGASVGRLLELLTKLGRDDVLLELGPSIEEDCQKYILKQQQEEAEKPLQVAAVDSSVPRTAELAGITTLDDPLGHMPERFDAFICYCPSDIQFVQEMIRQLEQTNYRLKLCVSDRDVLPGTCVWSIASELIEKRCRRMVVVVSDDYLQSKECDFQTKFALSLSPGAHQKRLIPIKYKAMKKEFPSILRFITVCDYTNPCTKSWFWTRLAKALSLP
Target sequence (Q9NR96 whole entry, looked up): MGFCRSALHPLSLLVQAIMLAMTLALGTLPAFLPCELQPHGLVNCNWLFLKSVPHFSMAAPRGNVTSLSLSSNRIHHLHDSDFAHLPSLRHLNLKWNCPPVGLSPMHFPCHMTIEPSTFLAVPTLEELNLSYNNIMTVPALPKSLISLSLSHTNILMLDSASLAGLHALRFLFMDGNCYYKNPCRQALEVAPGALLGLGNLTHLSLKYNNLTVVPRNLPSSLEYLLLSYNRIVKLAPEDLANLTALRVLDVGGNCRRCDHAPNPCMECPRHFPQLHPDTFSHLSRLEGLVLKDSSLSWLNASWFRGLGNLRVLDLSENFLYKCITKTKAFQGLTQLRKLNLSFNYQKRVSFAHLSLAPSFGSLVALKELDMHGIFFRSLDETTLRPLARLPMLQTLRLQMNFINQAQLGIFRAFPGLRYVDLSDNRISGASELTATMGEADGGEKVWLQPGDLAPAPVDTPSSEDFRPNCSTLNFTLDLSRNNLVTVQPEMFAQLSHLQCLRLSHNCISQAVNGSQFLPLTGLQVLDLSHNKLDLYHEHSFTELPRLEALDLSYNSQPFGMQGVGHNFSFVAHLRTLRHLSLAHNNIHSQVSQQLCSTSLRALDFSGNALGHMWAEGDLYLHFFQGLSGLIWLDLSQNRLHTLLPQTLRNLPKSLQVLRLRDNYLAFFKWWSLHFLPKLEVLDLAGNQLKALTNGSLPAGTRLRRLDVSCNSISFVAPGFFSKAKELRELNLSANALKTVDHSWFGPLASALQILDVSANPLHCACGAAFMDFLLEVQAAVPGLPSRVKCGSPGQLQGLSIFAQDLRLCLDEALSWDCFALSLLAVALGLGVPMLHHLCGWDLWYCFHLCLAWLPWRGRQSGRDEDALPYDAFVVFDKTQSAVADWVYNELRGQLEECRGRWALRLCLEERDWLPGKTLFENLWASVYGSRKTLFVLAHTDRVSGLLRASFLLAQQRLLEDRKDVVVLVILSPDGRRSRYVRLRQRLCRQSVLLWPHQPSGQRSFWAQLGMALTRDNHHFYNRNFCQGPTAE
LRH-1 inv ag: LRH-1 (NR5A2) inverse agonists, primary screen, cell-based, luminescence, HEK293T, StAR-luciferase reporter | Nuclear receptor subfamily 5 group A member 2 (Homo sapiens), O00482 | LRH-1 transfected, 24 h | inhibition, % at 3.6 µM | 360,000 compounds, 0.13% hits | AID 602396, 2012;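 active means inhibition above the mean inhibition of all tested compounds plus 3 SD, cut at about 73% in these data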;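 further: 0% = DMSO wells and 100% = reporter-only cells lacking LRH-1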
TROY NFkB inh: inhibitors of TROY-driven NF-kB signaling, primary screen, Q293 LMP1-TROYcd cells, NF-kB luciferase, uHTS. inhibition, % at 10 µM. Q293 LMP1-TROYcd NF-kB luciferase reporter, 4 h. AID 1347056, 2019. 360,000 compounds, 0.98% hits;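 active means compounds whose plate-normalised and pattern-corrected inhibition of the luciferase reporter signal at the single screening dose is 50% or more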
LMP1 NFkB inh: EBV LMP1-driven NF-kappaB luciferase reporter inhibitors, primary screen, cell-based, luminescence, single point; 350,000 compounds, 0.69% hits; inhibition, % at 12.5 µM; LMP1-induced NF-kappaB luciferase reporter cells; AID 504558, 2011; in the data active means inhibition above about 41%;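 further: 0% = neutral control wells and 100% = reference inhibitor control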
SRC3 inh: SRC3 coactivator transcriptional activity inhibitors, primary screen, cell-based, luminescence. 360,000 compounds, 0.17% hits. inhibition, % at 3.6 µM. HEK293 GAL4-SRC3 luciferase reporter. Nuclear receptor coactivator 3 (Homo sapiens), Q9Y6Q9;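 active means inhibition above a per-campaign cutoff, the mean of all compounds plus 3 SD, cut at about 60% in these data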;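 further: 0% = DMSO-treated cells and 100% = gossypol-treated cells at 36 µM; higher means less SRC3-driven luciferase light from the GAL4 reporter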
NOD2-RIPK2 inh: NOD2-RIPK2 binding disruptors in cells, primary screen, fluorescence, CHO cells, BLA complementation; CCF4 ratio; 360,000 compounds, 0.38% hits; inhibition, % at 4.98 µM; Receptor-interacting serine/threonine-protein kinase 2 (Homo sapiens), O43353; in the data active means inhibition above about 21%;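 further: 0% = vehicle only and 100% = reference blocker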
COUP-TFII inh: NR2F2 transcriptional activity inhibitors, primary screen, cell-based, luciferase reporter, HEK293T, luminescence; COUP transcription factor 2 (Homo sapiens), P24468; HEK293T NGFI-A luciferase reporter; inhibition, % at 8.6 µM; 370,000 compounds, 0.7% hits; AID 686940, 2013;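 active means inhibition above a per-plate cutoff, mean inhibition of test wells between control levels plus 3 SD, cut at about 38% in these data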;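 further: cells cotransfected with COUP-TFII expression vector driving the NGFI-A reporter; 0% = median of COUP-TF2 test wells and 100% = reporter-only cells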
SRC2 inh: inhibition of GAL4-SRC2 driven luciferase reporter, primary screen, SRC2 inhibitor project, cell-based, luminescence; Nuclear receptor coactivator 2 (Homo sapiens), Q15596; 370,000 compounds, 0.17% hits; inhibition, % at 9 µM; HEK293 GAL4-SRC2 luciferase reporter; AID 651957, 2012;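 active means inhibition above the mean inhibition of all tested compounds plus 3 SD, set per campaign, cut at about 52% in these data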;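 further: 0% = DMSO treated cells and 100% = cells given Gossypol at 36 µM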
* marks the source's active call; other numbers are inactive results; . = no result given. The list is partial; the hit share may differ from the screen's.

SMILES	Vif imaging	C8 TRAIL sens	SRC1 inh	TLR9-MyD88 inh	LRH-1 inv ag	TROY NFkB inh	LMP1 NFkB inh	SRC3 inh	NOD2-RIPK2 inh	COUP-TFII inh	SRC2 inh
Cc1nn(CCC(=O)NNC(=S)Nc2ccc(Cl)cc2)c(C)c1[N+](=O)[O-]	3	4	-11	5	-6	4	4	-22	-7	-3	-19
CCN(CC(=O)Nc1cccc(S(=O)(=O)N2CCOCC2)c1)Cc1ccccc1	4	-4	-15	-6	24	7	-3	3	2	16	-6
CC1CCN(c2ccc(-c3cccc(NC(=O)C(F)(F)F)c3)nn2)CC1	-9	97*	35	6	0	83*	80*	12	-8	41*	42
COc1ccccc1N1CCN(C(=O)CCNS(=O)(=O)c2ccc(Br)s2)CC1	-15	-11	4	5	7	7	-5	21	2	-8	-9
CC(C)(C)c1nnc(NC(=O)C2CC(=O)N(CCc3ccc(F)cc3)C2)s1 (stereo unspecified)	0	1	0	-6	1	10	-9	-11	7	-29	13
Cc1nc2ccc(NC(=O)c3ccc4ccccc4n3)cc2s1	-1	6	-23	-1	-18	-18	-31	-33	6	-10	-5
Cc1ccc(C(=O)c2coc3ccc(O)c(Cl)c23)cc1	-8	-5	-65	2	-132	-5	7	-80	-8	-23	-16
CCOC(=O)c1c(NC(=S)Nc2ccc(OC)cc2)sc2c1CCC2	1	1	6	1	-7	-9	8	16	-4	3	16
CCc1ccccc1NC(=O)c1cc(S(=O)(=O)N2CCCC2)c[nH]1	14	0	-4	0	-6	0	-8	-11	-5	-2	0
COc1ccccc1CCC(=O)N1CCC(n2nccc2NC(=O)C2CCOC2)CC1 (stereo unspecified)	-10	-5	-9	-27	0	4	1	1	-1	-16	-16
Cc1ccc(-c2cc(-c3c(C)nn(C)c(=O)c3N)[nH]n2)cc1	-8	-10	-7	0	-23	-43	11	-4	-5	2	-1
CCn1c(SCC(=O)c2cccs2)nnc1-c1cccs1	0	3	-7	-5	5	-35	-9	-10	-6	-10	-46
CCCCC/C=N\NC(=O)Cc1ccc([N+](=O)[O-])cc1	22	10	-23	10	-4	-4	15	21	-6	0	3
CCOC(=O)c1ccc(N2C(=O)CC(Sc3nnc(C)s3)C2=O)cc1 (stereo unspecified)	-5	-18	17	-2	0	.	5	-20	8	6	17
COc1ccc(N2C(=O)C3CCCN3C2c2ccc(Cl)cc2)cc1 (stereo unspecified)	4	-10	5	2	-12	-22	8	12	-8	-5	18
O=C(Nc1ccccc1C(=O)Nc1ccccc1)c1ccco1	2	-16	-5	-4	-4	-7	-2	-7	8	9	-34
O=C1Nc2ccccc2/C1=C/c1cnc(-c2ccccc2)[nH]1	2	8	-88	11	-37	-26	-34	-51	10	-46	-94
CCOP(=O)(NC12CC3CC(CC(C3)C1)C2)NC12CC3CC(CC(C3)C1)C2	12	-11	7	-10	-5	6	-3	-26	-3	17	-13
O=C(N/N=C/c1ccc(OCc2cnc(Cl)s2)cc1)c1ccncc1	-6	-3	-14	-1	4	-40	-7	-10	2	0	19
Cc1nnc(N/N=C/c2c[nH]c3ccccc23)[nH]c1=O	2	1	16	5	4	0	-1	3	5	6	22
OC(COCCC12CC3CC(CC(C3)C1)C2)CN1CCCCC1 (stereo unspecified)	-1	-29	-23	-2	-11	11	4	2	-5	8	-10
CCCOc1cccc(C2/C(=C(\O)c3ccc4c(c3)OCCO4)C(=O)C(=O)N2CCCn2ccnc2)c1 (stereo unspecified)	-2	-11	0	-13	-2	-8	-6	-8	-8	-2	-2
CCOC(=O)c1ccc(NC(=O)c2nc[nH]c2C(=O)N[C@H](C)CO)cc1	25	-12	-12	-4	15	9	10	6	-10	-18	-32
Cc1cc(C)cc(NC(=O)C(OC(=O)c2ccc([N+](=O)[O-])o2)c2ccccc2)c1 (stereo unspecified)	5	-3	1	0	3	-26	1	16	-6	15	11
O=C(Nc1cccc(S(=O)(=O)N2CCCCC2)c1)c1ccc(OCC2CCCO2)cc1 (stereo unspecified)	-1	5	1	-13	-5	8	1	20	1	20	-21
O=C1CC(C(=O)Nc2cccc(F)c2)n2ncnc2N1 (stereo unspecified)	-6	-6	1	-3	-3	-15	10	4	-1	-9	15
Cc1nc2ccc([N+](=O)[O-])cc2[nH]1	0	-8	20	7	13	1	3	16	-10	-1	-14
COc1cc(/C=N/NC(=O)c2ccc3ccccc3c2)ccc1Oc1ccc([N+](=O)[O-])cn1	-4	-4	0	-7	5	-11	1	10	-20	20	8
CCOC(=O)CSc1nc(N)c2c3c(sc2n1)CCCC3	11	12	-24	6	-12	-29	-14	-60	-2	-11	-16
Cn1c(O)c(N=NC(=O)CNC(=O)c2ccco2)c2ccccc21	-1	-3	-7	6	10	1	3	2	-6	3	-26
CC1=NN(c2nc(-c3ccc(C)cc3)cs2)C(=O)C1N=Nc1cccc(C)c1 (stereo unspecified)	4	-11	-48	-6	-67	-46	-3	-25	9	-30	-37
Cn1c(COc2cccc3ccccc23)nnc1SCC(=O)OC1CCCCC1	-2	6	16	-6	11	8	-1	4	2	-27	4
O=C1C=C(c2ccccc2)C[C@@H](c2ccc3c(c2)OCO3)C1	10	9	3	3	-17	0	4	4	-4	7	-11
Cc1ccc(Cn2c(C)c(C(=O)NCc3ccccc3C(F)(F)F)sc2=O)cc1	5	-5	-18	.	25	3	.	15	1	-2	-49
C#CCn1c(=NC(=O)c2ccco2)sc2cccc(Cl)c21	2	-7	-26	2	-10	-20	-11	-2	-8	-8	-11
CCCN(CCC)CCNC(=O)C1c2ccccc2C(=O)N(CCOC)C1c1ccc(F)cc1 (stereo unspecified)	13	10	0	-6	-4	-6	-16	-5	-5	-2	2
COc1cc2cc(CN(CCO)C(=O)c3cccs3)c(=O)[nH]c2cc1OC	-3	-1	-9	9	13	-10	-1	-7	-13	-10	13
Cc1csc(NC(=O)c2nn(C)c(C)c2[N+](=O)[O-])n1	-8	2	-36	-6	-50	-1	-3	-13	1	-14	-43
NC(=O)c1ccc(NC(=O)CCCc2nc(-c3ccccc3Cl)no2)cc1	3	1	-3	5	1	-4	9	-4	-3	6	16
COc1ccc(N(C(=O)c2snc(C(N)=O)c2N)C(C(=O)NC2CCCC2)c2cccs2)c(OC)c1 (stereo unspecified)	-4	0	14	0	9	13	-2	-7	4	-6	-8
COc1ccccc1CN(C)C(=O)c1cc(-c2cccs2)nc2ccccc12	-3	-6	-10	-6	0	30	3	6	4	6	6
Cc1ccccc1NC(=O)CSc1ccc(-c2ccccn2)nn1	-7	5	3	-1	5	5	4	6	8	-9	12
O=C(NCc1ccccc1)C1=C[C@@H](c2ccc(C(F)(F)F)cc2)C[C@@H](OCCCCO)O1	0	12	11	-4	5	-9	-2	8	2	8	5
O=C1COc2ccc(C(=O)COC(=O)c3ccccn3)cc2N1	0	7	3	-3	8	-23	-5	13	-1	7	13
O=C(NCCCCO)c1c(-c2ccccc2)oc2c1C(OCCCCCO)CCC2 (stereo unspecified)	.	11	.	.	7	-3	.	.	-26	3	-5
Cc1n[nH]c(=O)n1-c1cccc(C(F)(F)F)c1	15	-18	-12	6	2	-8	-8	16	-5	-8	-39
O=C(O)c1ccc(Cl)c(NC(=O)C2CCCN2S(=O)(=O)c2cccc3nsnc23)c1 (stereo unspecified)	-1	-2	7	-6	-1	-7	5	-7	8	17	-11
O=c1[nH]cccc1-c1nc2ccccc2n1Cc1ccccc1F	-20	8	-6	0	-4	-22	7	-3	4	7	2
O=c1ccc(Oc2nc(N3CCOCC3)nc(N3CCOCC3)n2)nn1-c1ccccc1	17	-12	-6	1	-15	-4	9	8	-7	4	-22
CCCCOc1ccccc1C(=O)N(Cc1ccc(C)o1)C1CCS(=O)(=O)C1 (stereo unspecified)	0	-5	-14	0	5	-2	-14	18	-3	20	28
CCn1nc(C(=O)OCC(=O)NCC(C)C)c2ccccc2c1=O	-2	-1	-8	1	3	-4	5	-14	6	-1	-48
CCOC(=O)C1=C(C)Nc2ccccc2N=C1NC(=O)Cc1ccc(Br)cc1	-4	4	11	2	9	13	-5	9	-1	1	-23
O=C(CN1CCCCCC1)Nc1cccc(NC(=O)CN2CCCCCC2)c1	-2	7	7	9	7	-32	5	4	12	-15	9
COc1ccc(C)cc1S(=O)(=O)N1CCN(Cc2ccccc2)CC1	-3	-1	-17	-7	2	0	-2	-1	-9	1	9
COCCN(C(=O)c1ccco1)c1nnc(-c2ccc(OC)cc2)s1	3	16	-37	6	-83	-26	-3	-55	-1	-18	-62
Cc1ccnc(NS(=O)(=O)c2ccc(NC(=O)C3CCCCC3C(=O)O)cc2)n1 (stereo unspecified)	-5	3	-5	-4	-4	24	-2	9	-7	6	-23
c1ccc(CC2CCN(C(c3cccs3)c3nnnn3C3CCCC3)CC2)cc1 (stereo unspecified)	.	-3	3	0	16	9	-16	3	-2	5	9
CC(NC(=O)c1cc(-c2ccc3c(c2)OCO3)nc2ccccc12)C(C)(C)C (stereo unspecified)	1	-11	-3	-17	16	15	-5	2	4	5	-31
Cc1ccc(NC(=O)CCN2C(=O)c3ccccc3Sc3ncccc32)cc1	-2	9	-46	-8	-5	-26	-1	-14	-3	-5	-9
COc1ccc(NS(=O)(=O)c2ccc(N3CCN(CCO)CC3)c([N+](=O)[O-])c2)cc1	-10	7	-11	-8	40	4	19	2	-6	27	11
The list goes on:
SMILES	Vif imaging	C8 TRAIL sens	SRC1 inh	TLR9-MyD88 inh	LRH-1 inv ag	TROY NFkB inh	LMP1 NFkB inh	SRC3 inh	NOD2-RIPK2 inh	COUP-TFII inh	SRC2 inh
Cc1cc(-n2c(C)cc(C(=S)N3CCOCC3)c2C)ccc1Br	1	-6	21	-6	22	4	13	23	-7	10	9
COc1ccc(NS(=O)(=O)c2ccc3ccccc3c2)c2ncccc12	7	19	-1	13	10	5	24	24	29*	20	6
Cc1cc(O)cc(O[C@H]2OC(CO)[C@H](O)[C@@H](O)[C@H]2O)c1 (stereo partly specified)	2	1	-14	10	3	0	-4	-9	2	4	-14
CC(/C=C1\SC(=S)N(NC(=O)c2ccc(O)cc2)C1=O)=C\c1ccccc1	1	17	6	6	4	-13	7	-5	-3	-19	18

Only SRC1 inh, LRH-1 inv ag and SRC2 inh, for some of the entries so far:
compound	SRC1 inh	LRH-1 inv ag	SRC2 inh
O=C(CN1CCCCCC1)Nc1cccc(NC(=O)CN2CCCCCC2)c1	7	7	9
CCOP(=O)(NC12CC3CC(CC(C3)C1)C2)NC12CC3CC(CC(C3)C1)C2	7	-5	-13
